BoNT-F LC inh: blocks Botulinum neurotoxin F light chain protease; inhibition, % at 10 µM; Multiplex microsphere protease cleavage assay, flow cytometry; 360,000 tested, 0.22% active; in the data active = inhibition above about 35%, passing the limit was not always enough; inconclusive = no clear call, values can overlap the other calls; note: plate controls were buffer without enzyme for full effect and enzyme alone for no effect
FBA Mtb inh: Mtb fructose-bisphosphate aldolase inhibition; purified M. tuberculosis FBA, fluorescence read-out; inhibition, % at 1 µM; 360,000 tested, 2.3% active; AID 588726; in the data active = inhibition above about 27%;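 note: 0% = vehicle and 100% = reference inhibitor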
Rv3671c inh: inhibitors of M. tuberculosis serine protease Rv3671c; P9WHR9; inhibition, % at 5.96 µM; 320,000 tested, 0.048% active; AID 2606; in the data active = inhibition above about 38%;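 note: extracellular domain of Rv3671c used as enzyme; 0% = enzyme with DMSO and 100% = no enzyme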
Target sequence (P9WHR9 whole entry, looked up, the tested form may be a part): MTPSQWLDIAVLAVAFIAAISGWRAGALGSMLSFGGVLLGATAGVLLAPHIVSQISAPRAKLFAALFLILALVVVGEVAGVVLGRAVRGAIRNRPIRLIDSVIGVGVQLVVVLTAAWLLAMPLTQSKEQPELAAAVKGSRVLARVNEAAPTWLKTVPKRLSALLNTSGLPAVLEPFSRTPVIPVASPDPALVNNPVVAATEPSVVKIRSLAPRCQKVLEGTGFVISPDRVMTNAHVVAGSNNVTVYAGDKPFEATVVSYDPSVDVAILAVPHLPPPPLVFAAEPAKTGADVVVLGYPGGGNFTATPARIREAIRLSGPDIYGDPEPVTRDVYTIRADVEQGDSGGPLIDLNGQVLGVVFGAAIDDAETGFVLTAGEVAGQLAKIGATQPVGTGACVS
Mtb UGM inh: Mtb UDP-galactopyranose mutase inhibition. 320,000 tested, 0.06% active. purified UGM, fluorescence polarization probe displacement. inhibition, % at 10 µM. AID 504406. P9WIQ1; in the data active = inhibition above about 10%, passing the limit was not always enough; inconclusive = no clear call, values can overlap the other calls
Target sequence (P9WIQ1 whole entry, looked up): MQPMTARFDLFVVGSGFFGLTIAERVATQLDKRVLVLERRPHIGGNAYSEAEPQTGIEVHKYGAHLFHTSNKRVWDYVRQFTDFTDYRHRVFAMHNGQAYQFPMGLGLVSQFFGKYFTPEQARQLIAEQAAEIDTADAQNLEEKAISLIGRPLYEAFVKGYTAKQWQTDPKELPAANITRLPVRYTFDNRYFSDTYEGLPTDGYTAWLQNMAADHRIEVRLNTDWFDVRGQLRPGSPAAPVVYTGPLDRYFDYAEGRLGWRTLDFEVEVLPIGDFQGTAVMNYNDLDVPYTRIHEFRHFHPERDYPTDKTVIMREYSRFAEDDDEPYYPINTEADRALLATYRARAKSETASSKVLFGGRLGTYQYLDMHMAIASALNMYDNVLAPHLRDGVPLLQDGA
BioA inh: blocks M. tuberculosis BioA enzyme activity. purified M. tuberculosis BioA enzyme, plate reader. inhibition, % at 9.99 µM. 360,000 tested, 0.096% active; in the data active = inhibition above about 40%; inconclusive = no clear call, values can overlap the other calls
MazF activator: increases E. coli MazEF RNase cleavage of RNA; P0AE70; FAM/BHQ RNA-DNA oligo cleavage fluorescence, 5 h; activation, % at 20 µM; 350,000 tested, 0.32% active; AID 504720; in the data active = activation above about 50%
Target sequence (P0AE70 whole entry, looked up): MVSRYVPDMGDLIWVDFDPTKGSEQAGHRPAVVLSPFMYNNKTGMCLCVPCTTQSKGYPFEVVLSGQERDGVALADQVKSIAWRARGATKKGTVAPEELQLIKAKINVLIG
PrPC TRFRET: cell surface PrPC inhibition, primary TR-FRET screen. inhibition, % at 13.8 µM. TR-FRET read-out. 370,000 tested, 0.43% active. AID 720596; in the data active = inhibition above about 24%; note: 0% = median of the test wells and 100% = reference compound wells
FadD28 FP inh: blocks FadD28 binding to the bisubstrate probe. fluorescence polarization. inhibition, % at 12.5 µM. 360,000 tested, 0.22% active. AID 588549; in the data active = inhibition above about 8.5%, passing the limit was not always enough; inconclusive = no clear call, values can overlap the other calls
GDH-TPI inh: inhibits GDH-TPI coupling enzymes, artifact for Mtb FBA screen; inhibition, % at 4.8 µM; GDH-TPI coupled enzyme counterscreen, NADH absorbance; 360,000 tested, 1.2% active; in the data active = inhibition above about 30%;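 note: 0% = DMSO wells and 100% = wells lacking the enzyme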
* marks the source's active call; other numbers are inactive results; ? = inconclusive; · = not tested or not shown; & = joins results of further samples.

SMILES	BoNT-F LC inh	FBA Mtb inh	Rv3671c inh	Mtb UGM inh	BioA inh	MazF activator	PrPC TRFRET	FadD28 FP inh	GDH-TPI inh
COc1ccc(C2(CNC(=O)Cc3ccc(OC)c(OC)c3)CCCC2)cc1	-8	2	-5	2.1	·	-2	5	-0.5	1
O=C(Cn1cccc1)Nc1ccc(F)cc1F	4	0	2	0.7	-2.0	-3	-5	0.7	15
Cc1ccc(S(=O)(=O)N(C)c2ccccc2C(=O)Nc2ccc(F)cc2F)cc1	?	-1	·	-2.1	-0.9	8	-8	-1.1	-3
CCCS(=O)(=O)n1nc(-c2ccc(OC)cc2)cc1N	1	-2	-6	-0.3	0.6	6	1	-0.3	-11
O=C(N/C=C/n1cnc2cc(C(F)(F)F)ccc21)c1ccccc1F	-5	0	-5	-2.6	·	-17	2	-2.2	0
N=C1c2ccccc2CN1NC(=O)c1ccc(Br)cc1	16	0	6	-1.0	0.4	-6	-7	-0.6	2
CC(C)(C)N(Cc1ccccc1)C(=O)COC(=O)c1ccc(S(=O)(=O)N2CCOCC2)cc1	0	-3	3	-0.2	-1.2	9	-1	·	-1
Cc1cc(/C=C2/NC(=O)N(Cc3ccccc3F)C2=O)c(C)n1C	-12	-1	-14	-1.0	-0.2	0	-11	-0.9	11
NS(=O)(=O)c1nc[nH]c1[N+](=O)[O-]	2	1	·	·	-0.5	6	-7	-1.6	11
COc1ccccc1N1CCN(C(=O)c2cc3sccc3n2C)CC1	14	1	-3	3.9	2.7	-20	6	-0.6	7
COc1cc(NC(=O)c2ccc(-c3cn[nH]c3)c3ccoc23)cc(OC)c1OC	-3	0	·	·	-1.4	·	5	-5.2	13
COc1ccc(NS(=O)(=O)c2ccc(C)c(C(=O)NCC(c3ccco3)N3CCCCC3)c2)cc1 (stereo not given)	?	1	5	4.2	·	6	2	-0.4	3
CCN(CC)S(=O)(=O)c1ccc(N(C)Cc2cccnc2)nc1	-8	-1	-2	2.4	10	10	12	1.6	11
Cc1ccc(NC(=O)c2ccco2)c(NC(=O)c2ccc(Cl)cc2)c1	-4	0	-23	1.6	0.7	-2	-2	-0.9	-1
Cc1ccc(/C=N/NC(=O)c2nnn(-c3nonc3N)c2CN(C)C)o1	8	0	-7	-0.2	-1.4	3	-3	-3.4	28
O=C(OCC(=O)N(CCc1ccccc1)Cc1ccccc1)c1ccc(F)c(S(=O)(=O)N2CCOCC2)c1	5	3	·	·	-3.5	-8	-1	-0.9	11
CCOc1ccccc1NC(=O)CCS(=O)(=O)c1ccc2c(c1)CC(C)N2C(C)=O (stereo not given)	·	0	5	1.4	-0.4	0	5	-0.2	9
O=C(CSc1nnc(-c2ccccc2Cl)n1Cc1ccco1)Nc1ccc2c(c1)OCCO2	-11	2	-1	0.9	0.9	-4	-1	-3.5	-2
C[C@@H]1CCCCO[C@H](CN(C)Cc2ccc(C(=O)O)cc2)[C@@H](C)CN([C@H](C)CO)C(=O)c2cc(N(C)C)ccc2O1	-4	4	·	·	0.1&-5.3&-5.3	-17	4	2.5	-1
O=C(COC(=O)CC1c2ccccc2CCN1S(=O)(=O)c1ccccc1)Nc1ccccc1 (stereo not given)	0	0	-3	0.9	·	6	3	-4.2	0

Record cards, from the list above. Screens in order: BoNT-F LC inh, FBA Mtb inh, Rv3671c inh, Mtb UGM inh, BioA inh, MazF activator, PrPC TRFRET, FadD28 FP inh, GDH-TPI inh
N=C1c2ccccc2CN1NC(=O)c1ccc(Br)cc1 is entered as 16, 0, 6, -1.0, 0.4, -6, -7, -0.6, 2
COc1ccccc1N1CCN(C(=O)c2cc3sccc3n2C)CC1 is entered as 14, 1, -3, 3.9, 2.7, -20, 6, -0.6, 7
Cc1ccc(/C=N/NC(=O)c2nnn(-c3nonc3N)c2CN(C)C)o1 is entered as 8, 0, -7, -0.2, -1.4, 3, -3, -3.4, 28
CCCS(=O)(=O)n1nc(-c2ccc(OC)cc2)cc1N is entered as 1, -2, -6, -0.3, 0.6, 6, 1, -0.3, -11

The list continues:
SMILES	BoNT-F LC inh	FBA Mtb inh	Rv3671c inh	Mtb UGM inh	BioA inh	MazF activator	PrPC TRFRET	FadD28 FP inh	GDH-TPI inh
CSCC(O)Cn1[nH]c(=O)c2cc(Cl)c(Cl)cc2c1=O (stereo not given)	?	3	5	0.8	·	3	16	-0.1	14
O=C(c1cc2c(=O)n3ccccc3nc2s1)N1CCN(c2cccc(Cl)c2)CC1	1	13	-19	-0.3	-2.3	-23	-3	-2.0	16
CCOC(=O)N1CCN(C(=O)C2CCCN(S(=O)(=O)c3ccccc3)C2)CC1 (stereo not given)	1	-1	-3	-1.4	-1.2	0	-6	-3.0	-5
O=C(CSc1nc2ccccc2c(=O)n1CCCN1CCOCC1)Nc1ccc2c(c1)OCO2	-8	-2	-5	0.9	·	0	0	-2.3	0
CCOc1ccc(Nc2nc(N)c([N+](=O)[O-])c(N3CCOCC3)n2)cc1	7	-3	-2	-0.3	-1.0	11	-8	4.7	7
O=S(=O)(/N=C(/Nc1cccc2ccccc12)c1ccc(F)cc1)c1ccccc1	6	-2	-1	-5.9	-0.2	-1	12	-1.0	-4
Cc1ccc(C(C(=O)NCC2CCCO2)N(C(=O)c2snc(C(N)=O)c2N)c2ccc3c(c2)OCCO3)cc1 (stereo not given)	3	5	-9	-1.6	1.1	5	-4	1.7	18
COc1ccc(C2CCc3cc(OC)c(OC)cc3C2NC=O)cc1OC (stereo not given)	6	0	·	·	·	9	-13	0.7	8
O=C(c1ccc(F)cc1)N1CCCC(c2nc(-c3cccs3)no2)C1 (stereo not given)	-2	-3	-7	-0.9	·	-3	2	-5.8	-9
COC(=O)c1ccccc1N=NNc1ccc([N+](=O)[O-])cc1	0	-1	·	·	-1.2	2	-7	-2.5	1
O=C(Nc1ccc2c(c1)OCO2)N1CCN(c2ncc(C(F)(F)F)cc2Cl)CC1	-15	4	-7	2.7	1.9	-3	9	-0.8	1
O=C1CCCN1CCCNCC(O)c1ccccc1 (stereo not given)	13	-1	6	1.3	-2.5	-3	9	-2.4	-1
CCCc1nc2sc3ccccc3c(=O)c2c(=O)n1Cc1ccc(OC)cc1	?	3	5	0.2	2.7	-9	3	-8.5	-5
O=C(Nc1ccccc1F)C(=O)c1cn(CC(=O)N2CCCCC2)c2ccccc12	-4	4	-5	0.8	·	3	7	-3.4	0
Cc1nc(NC(=O)c2ccc(F)cc2)nc2cc3c(cc12)OCO3	-15	0	-11	-0.4	-3.0	3	5	0.5	6
O=C(COC(=O)[C@@H]1CCCN1C(=O)c1cccs1)Nc1cccc(Cl)c1	-6	1	-2	-1.1	-2.3	6	8	-1.0	6
COc1ccccc1NC(=O)C(=O)NCC(c1ccco1)N1CCc2ccccc2C1 (stereo not given)	2	-2	-11	-0.4	-1.4	-10	1	-0.8	2
C=CCCO[C@@H]1O[C@@H](C)[C@H](O)C[C@H]1O	4	-2	1	0.2	0.1	-6	-1	0.5	5
Nc1ccccc1C(=O)N/N=C1\C2CN3CCN(C2)CC1(c1ccccc1)C3	-3	2	-4	-0.6	1.3	6	-1	-2.7	-3
C=C(C)CNC(=S)N/N=C1\CCCCc2ccccc21	-2	0	7	0.3	1.1	5	-4	-2.0	9
CC(c1ccccc1)n1cncc1C(=O)O (stereo not given)	3	0	12	-1.0	-2.7	6	-3	0.8	6
O=C(C1CCCO1)N1CCN(C(=S)Nc2cc(F)cc(F)c2)CC1 (stereo not given)	5	0	2	1.2	-0.5	6	-10	-5.1	-2
Cc1ccc(SCC(=O)Nc2cccc(C(=O)NC(C)(C)C)c2)cc1	1	16	1	0.6	-0.2	-7	14	-2.6	3
CNc1nc(-c2c(C)[nH]c3ccc(OC)cc23)cs1	-31	-1	-15	-1.0	-1.7	7	0	-1.6	7
COc1cccc(NC(=O)C(=O)NCc2ccncc2)c1	-2	2	-5	2.1	-0.4	1	13	-2.4	-1
S=C(Nc1ccc(Cl)cc1)Nc1ccc2cn[nH]c2c1	-10	4	5	-0.9	·	17	3	-2.2	-7
CCOc1ccc2sc(NS(=O)(=O)c3ccc(OC)c(OC)c3)nc2c1	-2	0	7	-0.9	-0.4	-1	8	-1.1	5
Cc1ccc(-c2csc(N(Cc3ccccc3)C(=O)COc3ccccc3)n2)cc1	-7	-1	5	-0.5	-1.7	-18	0	-5.0	1
CN(C(=O)c1ccccc1F)C(c1ccccc1)c1ccccc1	2	-7	-8	-2.1	0.8	-8	-2	-3.1	-3
Cc1ccc(C(=O)N2CCN(C)CC2)cc1S(=O)(=O)N1CCCCC1	-13	0	·	·	-0.8	15	5	-0.2	-4
COC(=O)c1ccc(S(=O)(=O)NCc2ccccn2)n1C	?	-2	3	-1.0	·	-3	-2	-0.8	27
CCN(CC(=O)Nc1c(F)cccc1F)C(=O)c1ccc2ncsc2c1	-311	2	-8	-1.8	·	7	1	-3.8	-4
Cc1ccc(Cl)cc1NC(=O)NCc1ccccn1	20	0	-5	1.6	-1.2	10	-2	-0.6	2
CN(c1ccccc1)S(=O)(=O)c1ccc(C(=O)Nc2nnc(-c3ccco3)o2)cc1	-8	0	-21	3.2	-0.4	-4	3	0.4	18
CCC(CC)NCC(O)COc1ccc(Br)cc1 (stereo not given)	3	2	3	-0.7	·	0	7	-0.8	3
COc1cccc2cc(C(=O)CC3(O)C(=O)N(Cc4ccccc4)c4ccccc43)c(=O)oc12 (stereo not given)	-1	-2	-4	1.6	0.4	6	-5	-1.7	-4
O=C(CCl)Nc1nccs1	-2	1	6	3.5	·	2	0	0.4	-1
O=C1CN(c2nc(-c3ccccc3)c3ccccc3n2)c2ccccc2N1	-10	-2	-3	2.5	·	18	-5	0.4	11
CCc1c(C(=O)NC2CCCc3ccccc32)[nH]c(C)c1C(C)=O (stereo not given)	5	-4	-10	-2.9	2.1	4	14	-0.4	1
CCC(=O)Nc1cc(Cl)ccc1N1CCN(C(=O)CC)CC1	-2	-2	6	0.4	22	1	-7	-3.6	-11
Cc1cc(C)cc(NC(=O)NC2CCN(CC(=O)Nc3cccc(Cl)c3C)CC2)c1	-3	-1	4	0.7	-1.1	2	3	-1.2	7
COC(=O)c1c(NC(=O)c2ccccc2)sc2c1CC(C)(C)NC2(C)C	2	4	-6	-1.3	0.1	7	1	-0.8	1
CN(C)S(=O)(=O)N1CCc2ccccc21	-10	3	5	0.0	-0.6	4	4	-0.7	4
CCN(CC)C(=O)CN(c1cc2c(cc1OC)oc1ccccc12)S(=O)(=O)c1ccccc1	8	0	-13	·	-1.5	-8	10	-6.1	9
O=C(Nc1ccccc1C(=O)O)c1cc(S(=O)(=O)N2CCOCC2)cs1	-2	-2	-1	0.3	·	-7	14	-1.4	3
COc1cc(C(=O)N2CCN(C/C=C/c3ccccc3)CC2)cc(OC)c1C	7	0	-5	-2.3	0.7	-7	-5	-1.9	0
CCN1CCN(C(c2cccs2)C(C)NS(=O)(=O)c2ccc(F)cc2)CC1 (stereo not given)	-9	1	8	2.5	-1.2	8	8	0.0	5
O=C1N/C(=N/N=C/c2ccc(F)cc2)SC1c1ccccc1 (stereo not given)	-4	1	4	-2.8	2.0	-15	5	-0.5	7
CCOC(=O)C1=CCC(c2ccccc2C)N(S(=O)(=O)c2ccc(C)cc2)C1 (stereo not given)	4	1	·	·	-2.6	·	-7	-0.4	·
COc1ccccc1C(=O)Nc1ccc2c(c1)CN(Cc1cnc(C)s1)CC2	-13	5	-13	5.3	2.0	7	-1	-3.1	9
NC(Cc1ccccc1)Cc1ccccc1	3	-2	0	-1.3	·	-1	-6	0.1	-2
O=C(CSCCO)Nc1nccs1	-5	0	1	-0.9	1.6	-3	3	-4.5	-7
CCOC(=O)c1c(C)nc(C)c(C(=O)OCC)c1-c1ccccc1	4	-4	-2	0.5	·	-7	·	-2.8	-10

Structures above that have bromine:
SMILES	BoNT-F LC inh	FBA Mtb inh	Rv3671c inh	Mtb UGM inh	BioA inh	MazF activator	PrPC TRFRET	FadD28 FP inh	GDH-TPI inh
N=C1c2ccccc2CN1NC(=O)c1ccc(Br)cc1	16	0	6	-1.0	0.4	-6	-7	-0.6	2
CCC(CC)NCC(O)COc1ccc(Br)cc1 (stereo not given)	3	2	3	-0.7	·	0	7	-0.8	3

Screening results deposited in PubChem BioAssay by several laboratories.
